# Compound activity from PubChem.
# USP1 inh = Inhibitors of USP1/UAF1: Primary Screen; 390,000 compounds, 0.23% hits; recombinant USP1/UAF1, Ub-Rhodamine cleavage fluorescence; Potency, µM (series often up to 57.1 µM), for the others: at the top dose activity change, negative = inhibition, most hits filed as inhibitors; further: potency means the concentration at half of the fitted maximal effect; on the % scale 0 is the no-effect control and ±100 the full control effect; nearly all actives have a fitted effect of over 60% in size; inactives centre near -12
#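 USP1/UAF1 complex (1 nM) preincubated 15 min at room temperature with compound, then Ub-Rho substrate (150 nM final) added. Kinetic fluorescence at 480/540 nm over 6 reads at 60 s intervals; 50 mM HEPES pH 7.8, 0.5 mM EDTA, 0.1 mg/ml BSA, 1 mM TCEP, 0.01% Tween-20.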
# Vif-APOBEC3F blk = qHTS for Inhibitors of Vif-A3F Interactions: qHTS. HeLa A3F-eYFP + Vif (tagged APOBEC3F with the HIV-1 protein that degrades it), YFP fluorescence increase. 390,000 compounds, 0.2% hits. Potency, µM (doses to about 46.1 µM), without a hit: top-dose activity, negative = active; further: potency means the concentration at half of the fitted maximal effect; % of control where 0% means no effect; nearly all actives have a fitted effect of over 65% in size
#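 Fluorescence increase (Ex 488/Em 500-530) after overnight compound treatment at 37 deg C flags inhibition of Vif-driven A3F-eYFP loss in stable HeLa A3F-eYFP/Vif cells seeded overnight beforehand.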
# TrxR1 substrate = qHTS Assay for Substrates of Mammalian Selenoprotein Thioredoxin Reductase 1 (TrxR1): qHTS | purified TrxR1 substrate turnover, NADPH consumption readout | 390,000 compounds, 0.01% hits | Potency, µM (top dose mostly 114 µM), for the others: at the top dose activity change, negative = substrate turnover; further: potency means the concentration at half of the fitted maximal effect; on the % scale 0 is the no-effect control and ±100 the full control effect; nearly all actives have a fitted effect of over 50% in size
# Target sequence (O89049 whole entry, looked up): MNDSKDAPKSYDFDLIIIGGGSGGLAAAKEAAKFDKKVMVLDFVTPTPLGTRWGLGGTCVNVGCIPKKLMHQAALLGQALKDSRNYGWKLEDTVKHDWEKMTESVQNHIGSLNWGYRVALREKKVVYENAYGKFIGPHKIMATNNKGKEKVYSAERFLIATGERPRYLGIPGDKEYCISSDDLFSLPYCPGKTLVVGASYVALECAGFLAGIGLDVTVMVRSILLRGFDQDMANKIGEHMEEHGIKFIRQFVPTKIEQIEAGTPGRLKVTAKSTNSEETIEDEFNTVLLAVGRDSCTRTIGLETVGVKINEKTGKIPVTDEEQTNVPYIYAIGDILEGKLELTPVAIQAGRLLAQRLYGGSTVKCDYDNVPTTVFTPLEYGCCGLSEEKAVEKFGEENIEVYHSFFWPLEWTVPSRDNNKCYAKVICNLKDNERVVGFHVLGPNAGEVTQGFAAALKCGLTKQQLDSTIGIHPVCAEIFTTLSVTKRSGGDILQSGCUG
#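 Rat TrxR1, dispensed at 90 nM, was prereduced with 400 uM NADPH (final) for 5 min at ~22 deg C, then incubated with compound 15 min before 400 uM selenite. A first-read NADPH fluorescence drop versus no-compound background flagged substrates.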
# TrxR1 inh = qHTS Assay for Inhibitors of Mammalian Selenoprotein Thioredoxin Reductase 1 (TrxR1): qHTS | Thioredoxin reductase 1, cytoplasmic (Rattus norvegicus), O89049 | recombinant rTrxR1, NADPH fluorescence consumption, selenite substrate | Potency, µM (highest dose often 114 µM), inactives show at the top dose activity change, negative = inhibition, actives largely listed as inhibitors | 390,000 compounds, 1% hits; further: potency means the concentration at half of the fitted maximal effect; on the % scale 0 is the no-effect control and ±100 the full control effect; nearly all actives have a fitted effect of over 65% in size
#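 Rat TrxR1 (90 nM in the dispensed reagent) was pre-reduced with 400 uM NADPH for 5 min at room temperature, then incubated with compound for 15 min. After 400 uM selenite was added, NADPH fluorescence (Ex 340/Em 450 nm) was followed for 8 min.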
# LDHA inh = qHTS assay for inhibitors of human lactate dehydrogenase; L-lactate dehydrogenase A chain (Homo sapiens), P00338; purified LDHA, NADH/diaphorase-resazurin fluorescence; active compounds read low; activity change, % (values are at about 110 or 230 µM); 480,000 compounds, 0.15% hits; in the data active means activity change below about -30%; inconclusive means mostly about -25% to -30%;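 further: plate controls were DMSO wells for no effect and wells without enzyme for full effect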
#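 Enzyme activity of human lactate dehydrogenase 5 (2 nM; 0.06 mM NADH, 0.2 mM pyruvate, 5 min, RT) is measured via a resazurin/diaphorase fluorescence readout of residual NADH.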
# RGS4 inhibitor = Inhibitors of Regulator of G Protein Signaling (RGS) 4: qHTS; Potency, µM (top dose mostly 114 µM), for inactives: top-dose activity change, negative = inhibition, hits mostly inhibitors; Regulator of G-protein signaling 4 (Homo sapiens), P49798; AID 504845, 2011; Transcreener GDP fluorescence polarization, RGS4-accelerated GTP hydrolysis; 390,000 compounds, 0.039% hits; further: potency means the concentration at half of the fitted maximal effect; on the % scale 0 is the no-effect control and ±100 the full control effect; nearly all actives have a fitted effect of over 75% in size; some results filed as inactive show a strong effect at the top dose
# Target sequence (P49798 whole entry, looked up): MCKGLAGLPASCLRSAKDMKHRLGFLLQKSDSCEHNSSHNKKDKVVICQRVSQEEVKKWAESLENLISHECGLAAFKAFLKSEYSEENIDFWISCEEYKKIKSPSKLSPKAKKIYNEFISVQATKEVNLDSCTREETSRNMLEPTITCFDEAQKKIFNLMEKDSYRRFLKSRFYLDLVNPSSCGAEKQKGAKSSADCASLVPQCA
#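 MLSMR compounds (23 nl, pin-transferred) preincubated 10 min at room temperature with a 500nM (2x) first reagent, then RGS4 at 900nM (2x) plus Transcreener GDP mix added; fluorescence polarization (620/688 nm) read before and after 90 min at 30 °C.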
# Vif-A3G inh = qHTS for Inhibitors of Vif-A3G Interactions: qHTS. AID 602310, 2012. Potency, µM (top dose mostly 46.1 µM), without a hit: at the highest dose activity, negative = active, actives largely listed as inhibitors. 410,000 compounds, 0.076% hits. HeLa A3G-eYFP + Vif (tagged APOBEC3G with the HIV-1 protein that degrades it), YFP fluorescence, overnight. DNA dC->dU-editing enzyme APOBEC-3G (Homo sapiens), Q9HC16;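 further: potency means the concentration at half of the fitted maximal effect; on the % scale 0 is the no-effect control and ±100 the full control effect; nearly all actives have a fitted effect of over 60% in size; hits raise eYFP signal because A3G escapes Vif-driven loss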
# Target sequence (Q9HC16 whole entry, looked up): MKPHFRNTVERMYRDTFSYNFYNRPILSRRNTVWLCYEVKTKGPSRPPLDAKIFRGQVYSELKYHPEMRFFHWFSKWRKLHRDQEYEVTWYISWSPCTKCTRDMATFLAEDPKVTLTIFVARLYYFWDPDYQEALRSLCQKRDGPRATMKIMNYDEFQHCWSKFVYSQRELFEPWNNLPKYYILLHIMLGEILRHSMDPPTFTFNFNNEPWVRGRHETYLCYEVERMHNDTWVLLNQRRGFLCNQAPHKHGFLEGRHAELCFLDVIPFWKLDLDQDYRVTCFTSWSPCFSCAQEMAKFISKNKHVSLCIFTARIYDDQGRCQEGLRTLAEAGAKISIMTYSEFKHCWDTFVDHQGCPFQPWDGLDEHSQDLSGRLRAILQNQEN
#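 HeLa cells stably expressing Vif and C-terminally eYFP-tagged A3G, seeded overnight at 37 deg C, then exposed to compound by pintool overnight at 37 deg C. Rise in yellow fluorescence (Ex 488/Em 500-530, Acumen) marks blocked Vif-driven A3G degradation.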
# mIDH1 inhibitor = qHTS for Inhibitors of mutant isocitrate dehydrogenase 1 (IDH1): qHTS; Potency, µM (series often up to 76.6 µM), for inactives: top-dose activity change, negative = inhibition, usual class: inhibitors; 390,000 compounds, 0.093% hits; IDH1-R132H enzyme, NADPH consumption, diaphorase/resazurin fluorescence; further: potency means the concentration at half of the fitted maximal effect; on the % scale 0 is the no-effect control and ±100 the full control effect; nearly all actives have a fitted effect of over 65% in size
#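 IDH1-R132H (0.5 ug/mL dispensed) in pH 7.5 Tris buffer was preincubated 30 min with compound, then given a substrate mix of 0.016 mM NADPH and 2 mM alpha-KG for 80 min at room temperature; remaining NADPH was read by diaphorase/resazurin fluorescence.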
# GRP78 ERSR act = qHTS for Inducers of the Endoplasmic Reticulum Stress Response (ERSR) in Human Glioma: qHTS; AID 602332, 2012; U87-MG GRP78 promoter luciferase reporter, 16 h; Potency, µM, for the others: at the highest dose activation, hits mostly activators; 420,000 compounds, 0.02% hits; further: potency means the concentration at half of the fitted maximal effect; series mostly up to about 76 µM; % of control where 0% means no effect; nearly all actives have a fitted effect of over 35% in size
#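 ERSR induction read as luciferase luminescence (Bright-Glo, 10 min at room temperature) in stably transfected human U87-MG glioma cells exposed to compounds for 16 h, using GRP78 as sensor.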
# * marks the source's active call; other numbers are inactive results; ? = inconclusive; [ ] = dose if it differs, or a comment. Unless noted, the call rests on the fitted dose curve; in most records, active means well fitted curve in the direction sought with a large enough effect; inconclusive means small, poorly fitted or top-dose-only effect, or another doubt; inactive means no such curve, though single readings can be large; an effect the other way counts as inactive or inconclusive. Some of the compounds tested; the hit share may differ from the screen's.
(1) CCCCn1c(N)c(N(CCOC)C(=O)CSc2nnc(-c3ccc(F)cc3)n2N)c(=O)[nH]c1=O
(2) CCN(CC)CCCNC(=O)c1cc2c(-c3cccc(OC)c3)nn(C)c2s1
(3) CC(C)CC(OC(=O)c1nsc(Cl)c1Cl)C(=O)NCC1CCCO1 (stereo unspecified)
(4) CCCCCC(=O)N1c2ccccc2C(C)(c2ccccc2)CC1(C)C (stereo unspecified)
(5) O=C(O)CC(c1ccc(F)cc1F)N1Cc2ccccc2C1=O (stereo unspecified)
(6) CCCCN(C(=O)CCC(=O)Nc1cc(C)on1)C(C(=O)NC1CCCC1)c1ccccc1OCC (stereo unspecified)
(7) CC(C)C(NC(=O)OCc1ccccc1)C(=O)N1CCOCCOCCOCC1 (stereo unspecified)
(8) CCCN(c1ccccc1F)S(=O)(=O)c1c[nH]c(C(=O)OC)c1
Assay by compound	1	2	3	4	5	6	7	8
USP1 inh	-19%	?	?	-16%	-16%	-10%	-12%	-23%
Vif-APOBEC3F blk	0%	-31%	-25%	-11%	2%	-13%	8%	-6%
TrxR1 substrate	0%[57.1 µM]	42%[activator][57.1 µM]	6%[0.457 µM]	6%	9%	5%	-4%	-4%
TrxR1 inh	17%[57.1 µM]	22%[57.1 µM]	7%	6%	23%	-36%[0.0914 µM]	8%	12%
LDHA inh	-4	-1	-4	1	-5	-3	-8	-2
RGS4 inhibitor	-13%	25%	16%	6%	-8%	-16%	-3%	-4%
Vif-A3G inh	2%	9%	-3%	-8%	0%	-1%	1%	-4%
mIDH1 inhibitor	1%	-1%	0%	14%	-8%	1%	-9%	4%
GRP78 ERSR act	-5%	-1%	2%	-2%	-5%	-2%	-3%	-7%

# 3 compounds out of the list, arranged by count of non-hydrogen atoms, lowest first:
(5) O=C(O)CC(c1ccc(F)cc1F)N1Cc2ccccc2C1=O (stereo unspecified)
(4) CCCCCC(=O)N1c2ccccc2C(C)(c2ccccc2)CC1(C)C (stereo unspecified)
(2) CCN(CC)CCCNC(=O)c1cc2c(-c3cccc(OC)c3)nn(C)c2s1
Assay by compound	5	4	2
USP1 inh	-16%	-16%	?
Vif-APOBEC3F blk	2%	-11%	-31%
TrxR1 substrate	9%	6%	42%[activator][57.1 µM]
TrxR1 inh	23%	6%	22%[57.1 µM]
LDHA inh	-5	1	-1
RGS4 inhibitor	-8%	6%	25%
Vif-A3G inh	0%	-8%	9%
mIDH1 inhibitor	-8%	14%	-1%
GRP78 ERSR act	-5%	-2%	-1%

# More records follow:
(9) COc1ccc(OC)c(-n2c(-c3cccc(O)c3)n[nH]c2=S)c1
(10) CCC(=O)NCC(c1cccs1)S(=O)(=O)c1ccc(C)cc1 (stereo unspecified)
(11) CN(C)c1ccc(/C=N/n2c(-c3cccnc3)n[nH]c2=S)cc1
(12) O=C(Nc1ccc(F)cc1)NC1CCCCCCC1
(13) Cc1ccc(S(=O)(=O)N2CC=C(C(=O)NCc3ccccc3)CC2)cc1
(14) CN(c1ccccc1C(=O)O)S(C)(=O)=O
(15) COc1ccc(NC(=O)/C(C#N)=C/c2ccc(C)o2)cc1
(16) CCCN(CCC)C(=O)Cn1c(=O)n(CCCCC(=O)NCc2ccco2)c(=O)c2ccccc21
Assay by compound	9	10	11	12	13	14	15	16
USP1 inh	0%	-9%	-23%	-18%	-18%	-20%	-26%	1%
Vif-APOBEC3F blk	-1%	4%	1%	3%	0%	7%	?	6%
TrxR1 substrate	13%	-3%	-4%	4%	0%	2%[0.457 µM]	0%	4%[57.1 µM]
TrxR1 inh	?	13%	-12%	12%	23%	20%	7%	9%[57.1 µM]
LDHA inh	-12	-9	-2	-1	1	-1	-3	-5
RGS4 inhibitor	-30%	16%	-23%	-9%	-20%	-11%	-26%	-8%
Vif-A3G inh	0%	-1%	1%	0%	-5%	0%	-25%	0%
mIDH1 inhibitor	4%	19%	-3%	10%	-4%	1%	18%	2%
GRP78 ERSR act	1%	-4%	-4%	-1%	-4%	-5%	-2%	-5%

(17) Cc1ccc2c(ccc[n+]2CC(=O)c2ccccc2)c1
(18) COc1ccc(C(=O)N/C(=C\c2cn(C)c3ccccc23)C(=O)NCCCn2ccnc2)cc1OC
(19) Cc1cc(Sc2nccn2C)ncc1[N+](=O)[O-]
(20) Cc1ccc(Cc2cc(C)n[nH]c2=O)cc1
(21) O=C(NCCOc1cccnc1)C1CCC(=O)N(Cc2ccccc2F)C1 (stereo unspecified)
(22) O=C(COC(=O)c1ccc(Cl)nc1)Nc1ccc(N2CCOCC2)cc1
(23) COCCCn1c(Cc2csc(Nc3cccc(Cl)c3)n2)nnc1SCC(=O)OC1CCCCC1
(24) COc1cc(C(=S)N2CCOCC2)ccc1OC(=O)c1cc([N+](=O)[O-])c(C)c([N+](=O)[O-])c1
Assay by compound	17	18	19	20	21	22	23	24
USP1 inh	2%	-8%	-3%	?	-13%	-6%	4%	-12%
Vif-APOBEC3F blk	-27%	-1%	7%	-6%	-2%	1%	-1%	4%
TrxR1 substrate	86%[activator]	-5%	3%[57.1 µM]	9%[57.1 µM]	-5%	11%	-7%	-8%
TrxR1 inh	-15%	-1%	24%[57.1 µM]	12%[57.1 µM]	10%	22%	-17%	-13%
LDHA inh	0	-1	-3	-6	-18	-20	4	-3
RGS4 inhibitor	5%	-6%	-13%	-16%	3%	-5%	-4%	-26%
Vif-A3G inh	-7%	0%	-4%	0%	2%	4%	0%	0%
mIDH1 inhibitor	-6%	-6%	-1%	1%	-7%	5%	7%	5%
GRP78 ERSR act	-3%	-2%	-1%	-3%	4%	-4%	-2%	-3%

(25) S=C(NCCc1ccccc1)N1CCn2cccc2C1c1ccncc1 (stereo unspecified)
(26) O=C(NC(=S)Nc1ccccc1N1CCCCC1)c1cccs1
(27) COc1ccc(N2C(=O)CCC(C(=O)N3CCOCC3)C2c2ccc(F)cc2)cc1 (stereo unspecified)
(28) Cc1ccc(C(=O)COC(=O)c2ccc(O)cc2)cc1
(29) Cc1ccc2c(CC(=O)Nc3c(C(=O)c4ccc(F)cc4)oc4ccccc34)coc2c1C
(30) CC1=C(C(=O)NCc2ccc(C)cc2)C2(CCCCC2)OC1=O
(31) C1CCc2c(nc3nnnn3c2NCC2CC2)C1
(32) COc1ccc(CN(C(=O)c2ccc(-c3ccccc3)[nH]2)C(C(=O)NC(C)(C)C)c2ccncc2)cc1 (stereo unspecified)
Assay by compound	25	26	27	28	29	30	31	32
USP1 inh	?	-18%	-14%	-10%	8%	-21%	-15%	-28%
Vif-APOBEC3F blk	-2%	2%	-20%	1%	3%	-7%	2%	-14%
TrxR1 substrate	9%[57.1 µM]	-5%	-2%	1%[57.1 µM]	6%[0.457 µM]	1%[57.1 µM]	6%	0%
TrxR1 inh	3%[57.1 µM]	-21%	-2%	2%[57.1 µM]	13%[0.457 µM]	17%[57.1 µM]	19%	?
LDHA inh	-3	-2	-15	0	0	1	-8	-4
RGS4 inhibitor	-16%	-42%	28%	9%	0%	9%	9%	-53%
Vif-A3G inh	?	-6%	0%	-2%	-3%	7%	-13%	-6%
mIDH1 inhibitor	-17%	2%	7%	13%	-9%	-4%	-4%	4%
GRP78 ERSR act	6%	-1%	-1%	4%	-3%	0%	-2%	-5%

(33) O=C(Cn1nc(C(=O)O)c2ccccc2c1=O)Nc1cc(S(=O)(=O)N2CCCCC2)ccc1Cl
(34) S=C(Nc1ccc(Cc2ccncc2)cc1)Nc1cccc(Cl)c1
(35) Cc1c(Cl)cccc1NC(=S)N(Cc1ccco1)C(C)c1ccccn1 (stereo unspecified)
(36) COc1ccc(CCN2CC(C(=O)N(C)Cc3c(C)n[nH]c3C)CCC2=O)cc1 (stereo unspecified)
(37) COc1ccc(-c2nc(CN3CCC(C(=O)NC4CCN(Cc5ccccc5)CC4)CC3)c(C)o2)cc1OC
Assay by compound	33	34	35	36	37
USP1 inh	2%	-11%	-16%	-16%	-16%
Vif-APOBEC3F blk	4%	1%	?	-10%	-2%
TrxR1 substrate	-4%	-1%	-6%	-1%	-9%
TrxR1 inh	5%	-13%	6%	10%	-16%
LDHA inh	-10	-6	1	-7	-5
RGS4 inhibitor	17%	-26%	2%	3%	3%
Vif-A3G inh	6%	-1%	4%	-1%	-1%
mIDH1 inhibitor	-1%	1%	14%	2%	-6%
GRP78 ERSR act	1%	-3%	2%	-1%	-5%
